Bioassay records as filed in PubChem BioAssay.
SUMO1 PPI mod: modulators of human SUMO1-mediated protein-protein interactions; P63165; SUMO1 binding to a labelled peptide, TR-FRET, 1 h; inhibition, % at 20 µM; 360,000 tested, 0.33% active; AID 602429; in the data active means inhibition above about 37%
STEP inh: blocks human striatal-enriched tyrosine phosphatase; recombinant STEP, OMFP fluorogenic substrate, fluorescence; P54829; inhibition, % at 20 µM; 360,000 tested, 0.25% active;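 active means inhibition at 20 µM, scaled per plate between control wells, above about 37%, limit read from the data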;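 further: 0% = DMSO with enzyme and substrate and 100% = substrate only without enzyme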
Target sequence (P54829 whole entry, looked up): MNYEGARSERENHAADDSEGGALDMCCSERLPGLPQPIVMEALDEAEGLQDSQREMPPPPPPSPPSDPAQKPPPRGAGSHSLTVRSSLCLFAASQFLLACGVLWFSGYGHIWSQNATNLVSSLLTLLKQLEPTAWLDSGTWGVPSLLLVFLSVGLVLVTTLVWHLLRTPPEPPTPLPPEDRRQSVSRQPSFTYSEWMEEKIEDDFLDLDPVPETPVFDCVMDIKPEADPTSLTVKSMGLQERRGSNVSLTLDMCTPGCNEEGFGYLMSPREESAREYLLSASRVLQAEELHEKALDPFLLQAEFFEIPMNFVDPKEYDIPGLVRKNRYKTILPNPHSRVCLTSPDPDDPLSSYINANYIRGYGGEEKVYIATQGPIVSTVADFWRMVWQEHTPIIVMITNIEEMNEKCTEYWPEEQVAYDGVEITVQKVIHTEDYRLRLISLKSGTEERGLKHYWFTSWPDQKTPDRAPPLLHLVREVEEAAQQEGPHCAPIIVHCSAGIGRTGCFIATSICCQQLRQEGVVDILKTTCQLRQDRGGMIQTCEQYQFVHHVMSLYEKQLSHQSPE
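Assay system: isolated STEP enzyme. Buffer or medium: pH 6.0 Bis-Tris with DTT and Tween 20. Also added: fluorogenic phosphatase substrate OMFP at 25 µM final. Dosing: 20 µM, 1% DMSO. Timing: 20 min reaction, room temperature, in the dark. Measured by: fluorescence intensity, excitation 480 nm, emission 540 nm. Evaluation: normalized % inhibition.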
NadD block: inhibitors of Staphylococcus aureus NadD; purified NadD enzyme, colorimetric absorbance read-out; inhibition, % at 20 µM; 360,000 tested, 0.78% active; AID 602399; in the data active means inhibition above about 26%; further: some compounds past the cut are filed as inactive
Scp-1 inhibitor: Scp-1 (human) phosphatase inhibition; Q9GZU7; Recombinant Scp1, phosphopeptide, malachite green phosphate absorbance; inhibition, % at 20 µM; 340,000 tested, 0.88% active; AID 493091;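 active means inhibition above about 50% at 20 µM, limit read from the data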;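 further: plate controls were DMSO wells with enzyme for no effect and wells lacking enzyme for full effect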
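Test system – truncated SCP-1 phosphatase (76-261aa) · Reagent – Phosphorylated 17-residue peptide substrate · Incubation – 45 min room-temperature reaction, 5 min colour, 30 min stabiliser · Detection – colorimetric phosphate reagent with accelerator and stabiliser, absorbance at 630 nm · Measure – % inhibition at 20 µM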
MsrA inhibitor: inhibits bovine methionine sulfoxide reductase A; purified bovine MsrA, absorbance read-out; inhibition, % at 15.5 µM; 360,000 tested, 0.75% active; AID 651718; in the data active means inhibition above about 4.5%;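 further: 0% = vehicle wells with enzyme and 100% = reference inhibitor wells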
CSN deneddyl inh: blocks human CSN-mediated cullin deneddylation; Purified CSN, SCF-Nedd8-OG deneddylation, fluorescence polarization; inhibition, % at 12.5 µM; Q92905; AID 651999; 360,000 tested, 0.38% active;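 active means pattern-corrected inhibition above about 35%, with an unprinted fluorescence ratio check between 0.5 and 1.5, limit read from the data, passing the limit was not always enough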;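 further: 0% = enzyme with substrate and 100% = substrate without enzyme; some results filed as inactive read as strong as hits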
Target sequence (Q92905 whole entry, looked up, one chain of several): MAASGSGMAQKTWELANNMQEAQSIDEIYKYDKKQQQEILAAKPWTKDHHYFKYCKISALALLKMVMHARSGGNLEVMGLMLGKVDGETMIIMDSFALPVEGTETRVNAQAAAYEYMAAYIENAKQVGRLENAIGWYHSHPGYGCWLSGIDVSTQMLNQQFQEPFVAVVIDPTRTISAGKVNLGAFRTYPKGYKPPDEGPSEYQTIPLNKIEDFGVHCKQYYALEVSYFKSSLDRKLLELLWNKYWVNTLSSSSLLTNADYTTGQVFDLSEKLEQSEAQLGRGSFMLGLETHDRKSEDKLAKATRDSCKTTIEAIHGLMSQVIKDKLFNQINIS
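Test system: Human Csn5 produced in HEK293T cells | Compound: 12.5 µM single point | Times: 90 min, room temperature | Signal: Fluorescence polarization readout | Read-out basis: % inhibition of substrate cleavage by Csn5 | Controls: no-enzyme wells high, enzyme-with-substrate wells low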
Rpn11 inh: blocks the human proteasome subunit Rpn11 | O00487 | human 26S proteasome, Ub4-pepOG fluorescence polarization; 20S core pre-blocked with epoxomicin | calls only at 20 µM | 360,000 tested, 0.59% active | AID 588493;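 active means inhibition at 20 µM, scaled to each plate's controls, above about 33%, limit read from the data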
TbMetRS inhib: blocks T. brucei methionyl-tRNA synthetase activity; purified T. brucei MetRS, ATP depletion, Kinase-Glo luminescence; inhibition, % at 11.9 µM; 360,000 tested, 0.4% active; AID 624268;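 active means inhibition above a per-plate cutoff of the control wells' mean inhibition plus 3 SD, cut at about 5.5% in these data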;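 further: 0% = DMSO wells median and 100% = median of wells with control inhibitor compound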
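System: purified T. brucei MetRS enzyme / Detection: Kinase-Glo luciferase luminescence reporting remaining unconsumed ATP / Medium: HEPES buffer with MgCl2, KCl, DTT, spermine, BSA, pyrophosphatase / Replication: singlicate, one well per compound / Evaluation: percent inhibition relative to median high and low control wells / Schedule: 2 h aminoacylation at 25 °C after 15 min preincubation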
LMPTP block: blocks human LMPTP phosphatase | recombinant LMPTP-A, OMFP fluorogenic substrate, fluorescence intensity | P24666 | inhibition, % at 20 µM | AID 651560 | 360,000 tested, 0.22% active;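 active means compounds that cut the enzyme signal by at least half of the control window in the single-dose screen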;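 further: plate controls were DMSO wells with enzyme plus substrate for no effect and substrate without enzyme for full effect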
Target sequence (P24666 whole entry, looked up): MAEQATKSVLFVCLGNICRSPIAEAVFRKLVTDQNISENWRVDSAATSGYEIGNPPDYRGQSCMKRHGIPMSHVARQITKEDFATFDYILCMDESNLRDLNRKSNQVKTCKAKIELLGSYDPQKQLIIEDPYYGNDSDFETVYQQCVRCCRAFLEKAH
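Test system: LMPTP-A, protein tyrosine phosphatase of low molecular weight; Input: 0.625 nM enzyme; Incubation: 50 min dark incubation at room temperature; Signal: endpoint fluorescence intensity from OMFP dephosphorylation; Read-out basis: % inhibition versus control wells.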
DNMT1 block: inhibitors of human DNMT1; P26358; DNMT1 molecular beacon, Hinp1I cleavage, fluorescence; inhibition (reported as % activation of signal), % at 10 µM; 360,000 tested, 0.83% active; AID 588458; in the data active means inhibition above about 50%
An asterisk follows results filed as active; i = inactive; / = not tested or not shown; + = active, no number.

SMILES	SUMO1 PPI mod	STEP inh	NadD block	Scp-1 inhibitor	MsrA inhibitor	CSN deneddyl inh	Rpn11 inh	TbMetRS inhib	LMPTP block	DNMT1 block
CCCCNC(=O)Nc1nc2ccc(CC)cc2s1	0	-5	-2	-7	-0.1	-2	i	-0.3	-0.2	10
COc1ccc(C(=O)N2CCCC(N3CCN(c4ccccc4F)CC3)C2)c(OC)n1 (centres undefined)	0	-1	-5	-3	-0.6	-1	i	-0.5	-1.8	2
CCOc1ccc(C(=O)CC(Sc2ccc(C)cc2)C(=O)O)cc1 (centres undefined)	-2	-1	2	-1	0.6	-18	i	0.1	-0.5	3
Cc1c([C@@H]2C[C@H]3CN(Cc4cccc(Cl)c4)C(=O)[C@]34CCCN24)cnn1C	0	11	4	-5	2.0	7	+	-0.1	0.4	0
CCOc1cc(/C=N/NC(=O)C(=O)NC2CC2)cc(Br)c1O	-3	-1	0	-5	1.9	-1	i	0.6	-4.9	-2
Cc1ccc(S(=O)(=O)N2CCC(C(=O)OCC(=O)Nc3cc(S(C)(=O)=O)ccc3Cl)CC2)cc1C	4	-3	-5	0	-0.2	1	i	-0.3	1.1	-2
COc1cccc(CSc2nc3ccncc3[nH]2)c1	-1	4	-7	-5	1.0	-3	i	-1.2	14	1
C/C(Cn1nc([N+](=O)[O-])cc1C)=N\NC(=O)c1ccc(C(C)(C)C)cc1	-8	10	1	81*	0.6	3	i	-1.2	-1.7	-4
CCOc1ccc(CN2CCNC(=O)C2CC(=O)NCc2csc(C)n2)cc1 (centres undefined)	-5	1	1	-1	1.5	1	i	-0.4	-2.5	-3
O=C(NCCC(=O)N1CCCC(C(F)(F)F)C1)c1ccc(Br)cc1 (centres undefined)	-2	-2	-2	-7	-0.8	1	i	-0.1	-0.4	0
CCOc1ccc(/C=N/Nc2ccccn2)cc1OC	-13	0	-4	-2	3.2	-2	i	-0.6	1.4	0
COCc1cc(C)nc(NCCO)c1C#N	4	4	2	-2	2.0	1	i	-0.3	-1.0	1
CC(=O)N1CCN(c2ccc(NC(=O)C(c3ccccc3)c3ccccc3)cc2)CC1	3	0	1	-2	-0.5	-1	i	-0.8	-0.3	1
Cc1cccc2cc(CN(Cc3nnnn3C3CCCCC3)C3CCCC3)c3nnnn3c12	-1	2	12	6	0.1	-3	i	0.0	3.4	-5
COc1cc(/C=N/Nc2nn3cnnc3c3ccccc23)ccc1O	2	1	7	-4	2.0	3	i	-1.0	-0.3	0
COc1c2ccccc2nn1C(C)C	-2	/	0	/	-1.1	3	/	-0.2	-0.9	/
CN(C)NC(=S)Nc1ccc(Cl)cc1	6	-1	0	4	-0.5	3	i	-1.0	-1.6	3
O=C1OC2(CCCCC2)OC(=O)C1=CNc1nccs1	0	-3	6	-3	0.6	2	i	0.1	-2.4	-1
O=C(CN1C(=O)NC2(CCCCC2)C1=O)Nc1cc(C(F)(F)F)ccc1N1CCCC1	2	0	-1	4	1.4	5	i	0.1	0.5	-2
Cc1nc(NC(=O)/C=C/c2ccccc2)sc1C(=O)Nc1ccccc1Cl	4	0	15	-13	1.2	9	+	-0.6	33	39

Arranged by molar mass (falling): 3 of the compounds above.
SMILES	SUMO1 PPI mod	STEP inh	NadD block	Scp-1 inhibitor	MsrA inhibitor	CSN deneddyl inh	Rpn11 inh	TbMetRS inhib	LMPTP block	DNMT1 block
Cc1ccc(S(=O)(=O)N2CCC(C(=O)OCC(=O)Nc3cc(S(C)(=O)=O)ccc3Cl)CC2)cc1C	4	-3	-5	0	-0.2	1	i	-0.3	1.1	-2
CN(C)NC(=S)Nc1ccc(Cl)cc1	6	-1	0	4	-0.5	3	i	-1.0	-1.6	3
COCc1cc(C)nc(NCCO)c1C#N	4	4	2	-2	2.0	1	i	-0.3	-1.0	1

(cont.)
SMILES	SUMO1 PPI mod	STEP inh	NadD block	Scp-1 inhibitor	MsrA inhibitor	CSN deneddyl inh	Rpn11 inh	TbMetRS inhib	LMPTP block	DNMT1 block
NS(=O)(=O)c1ccc(CCNc2ccn3nc(-c4ccc(OCCN5CCOCC5)cc4)cc3n2)cc1	3	3	-3	/	-0.7	-2	i	0.4	1.5	-3
CSc1ccc(C2=CC(=O)C[C@H](c3ccc(F)cc3)C2)cc1	-19	3	-7	-9	0.7	1	i	-0.4	4.2	-1
CCCCCCCCCCCC(=O)N/N=C/c1ccco1	10	0	-3	-1	0.7	2	i	-1.0	2.9	6
COCCNCC1C(Oc2ccc(Cl)cc2)C(=O)N1c1ccccc1C (centres undefined)	0	2	-5	1	0.3	-6	i	-1.1	-1.0	1
COc1ccc(-c2nc(CSCC(=O)N3CCN(c4cccc(C)c4)C(C)C3)c(C)o2)cc1OC (centres undefined)	8	-2	-4	-9	-1.1	-1	i	-0.5	0.4	-6
CCCCn1c(N)c(N(CCOC)C(=O)COC(=O)COc2ccccc2C#N)c(=O)[nH]c1=O	6	-2	2	1	2.5	-3	i	-0.5	0.5	-4
COc1cc2c(cc1OC)C(C(=O)O)C(c1cc(Br)c(O)c(OC)c1)N(C)C2=O (centres undefined)	4	-1	0	-6	-0.6	-4	i	0.1	-1.1	3
COc1ccc(-c2cc(C(F)(F)F)nc(NCc3cccs3)n2)cc1	-7	0	-8	-10	-0.2	1	i	-0.8	4.5	-4
CCc1ccc(C2C3=C(CC(C)(C)CC3=O)Nc3c2c(=O)[nH]c2nc(C)nn32)cc1 (centres undefined)	3	-2	8	-2	-0.5	1	i	-0.2	-1.2	0
CCc1c(C)c2ccc(OCC(N)=O)cc2oc1=O	-6	1	-3	-8	3.0	0	i	0.0	-0.6	-8
Cc1ccc2oc(C(=O)Nc3nonc3C)c(C)c2c1	1	0	4	-7	0.5	0	i	-0.4	0.4	2
Cc1cc(C)n2nc(SCC(=O)Nc3ccccc3C)nc2n1	2	-2	-12	-2	0.8	8	i	-0.2	-0.2	0
Cc1nc2c(cnn2-c2ccccc2)c(=O)[nH]1	1	2	0	-4	1.5	10	i	0.0	-1.0	0
Cc1[nH]nc2c1C(c1c[nH]c3ccccc13)C(C#N)=C(N)O2 (centres undefined)	-6	-2	2	-4	0.7	1	i	0.5	1.3	6
Cc1cccc(Nc2nnc(SCC3CCCCO3)s2)c1C (centres undefined)	-1	-3	0	4	0.4	4	i	-0.4	-0.2	-4
Cc1cc(Nc2cccc(C(=O)O)c2)n2ncnc2n1	1	-1	0	-6	3.1	-3	i	-1.2	-1.6	0
COc1ccc(N2C(=O)CN(Cc3ccc(OC)c(OC)c3)C2=S)cc1	2	4	-4	-9	0.5	0	i	-0.1	-0.1	-1
COC(=O)c1c(C)[nH]c(C)c1-c1ccccc1Cl	3	0	5	-3	-1.9	-3	i	-0.6	0.0	-2
Nc1nc(-c2cc3c(cc2Cl)OCCO3)cs1	-1	2	-9	15	2.0	1	i	-0.9	0.1	0
CCOc1ccc(N(C(C)C(=O)Nc2ccc(OC)cc2)S(C)(=O)=O)cc1 (centres undefined)	-2	0	0	-6	-1.3	0	i	-0.5	0.7	-5

Taken from above:
In CSN deneddyl inh, CSc1ccc(C2=CC(=O)C[C@H](c3ccc(F)cc3)C2)cc1 reads 1
In CSN deneddyl inh, CCOc1ccc(N(C(C)C(=O)Nc2ccc(OC)cc2)S(C)(=O)=O)cc1 (centres undefined) reads 0
In STEP inh, COC(=O)c1c(C)[nH]c(C)c1-c1ccccc1Cl reads 0
In TbMetRS inhib, CCCCCCCCCCCC(=O)N/N=C/c1ccco1 reads -1.0
In SUMO1 PPI mod, NS(=O)(=O)c1ccc(CCNc2ccn3nc(-c4ccc(OCCN5CCOCC5)cc4)cc3n2)cc1 reads 3
In DNMT1 block, CCc1ccc(C2C3=C(CC(C)(C)CC3=O)Nc3c2c(=O)[nH]c2nc(C)nn32)cc1 (centres undefined) reads 0

Going on with the list:
SMILES	SUMO1 PPI mod	STEP inh	NadD block	Scp-1 inhibitor	MsrA inhibitor	CSN deneddyl inh	Rpn11 inh	TbMetRS inhib	LMPTP block	DNMT1 block
O=C(O)C1=C[C@H](c2ccccc2)C[C@H](OCCCCO)O1	5	0	1	1	-0.5	1	i	0.6	0.8	3
Cc1ccccc1CC(=O)N1CCN(C(=O)c2ccco2)CC1	1	-2	-7	-2	-0.3	-2	i	-0.5	0.0	1
Cc1ccccc1NC(=O)CSc1nc2[nH]c(=O)cc(O)c2s1	11	2	3	-7	0.2	2	i	-0.4	1.3	3
CCCn1c(SCC(=O)Nc2c(CC)cccc2CC)nnc1C(C)C	-2	2	-8	-2	-0.8	4	i	0.2	0.3	1
CCCCc1ccc(Nc2nc(CCC)cc(=O)[nH]2)cc1	-2	-2	-1	7	0.4	8	i	-1.3	2.3	-2
O=C(COC(=O)c1ccccc1Cl)NC1CCCCCCC1	0	-1	-8	-4	0.3	-8	i	0.1	-0.1	1
COc1cc(C2=CCN(C(C)=O)CC2)ccc1OC(C)=O	8	8	-2	6	-0.6	6	i	0.0	-0.2	0
CC1OC2CC(=O)OC2C2=C1C(=O)c1c(O)cccc1C2=O (centres undefined)	3	9	2	/	8.5*	15	i	1.7	18	75*
CC(C)Oc1cccc(C(=O)Nc2nnc([C@@H]3C[C@H](O)[C@@H](CO)O3)s2)c1	1	1	1	/	0.2	-2	i	0.1	-1.0	3
COc1ccc(-c2nc(N3CCCC3)[nH]c(=O)c2C#N)cc1	2	-3	11	-1	0.7	-5	i	-0.3	-1.0	-1
Cn1nc(C(F)(F)F)c(-c2ccccc2)c1NC(=O)CSCC(=O)O	3	-2	0	36	-0.3	1	i	-0.6	-1.6	3
O=C(COc1cccnc1[N+](=O)[O-])Nc1cccc(S(=O)(=O)N2CCCCC2)c1	-15	-2	-4	-5	3.2	1	i	0.7	0.2	-7
CCc1ccccc1NC(=O)NNC(=O)CCc1ccccc1	4	-4	-4	1	0.2	0	i	-0.4	-1.1	2
O=C(CCc1ccccc1)Nc1ccc(F)c([N+](=O)[O-])c1	-24	2	-4	-12	2.0	1	i	0.5	1.0	-3
